From PubChem
UBC13 polyUb: UBC13 polyubiquitin chain formation inhibitors, primary screen, biochemical, TR-FRET, uHTS; actives 0.47% (n = 330,000); inhibition, % at 20 µM; Ubiquitin-conjugating enzyme E2 N (Homo sapiens), P61088; in the data active means inhibition above about 45%, passing the limit was not always enough; inconclusive means no clear call, values can overlap the other calls
Target sequence (P61088 whole entry, looked up): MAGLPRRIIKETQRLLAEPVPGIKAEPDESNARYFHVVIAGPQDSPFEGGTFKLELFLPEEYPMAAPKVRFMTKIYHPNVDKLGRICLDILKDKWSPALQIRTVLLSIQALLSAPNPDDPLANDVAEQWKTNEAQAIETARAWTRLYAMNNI
CCR6 antagonist: CCR6 receptor antagonists, primary screen, cell-based, CHO-K1, luminescence, beta-arrestin, uHTS | C-C chemokine receptor type 6 (Homo sapiens), P51684 | CHO-K1 CCR6 PathHunter beta-arrestin, CCL20-stimulated | inhibition, % at 20 µM | actives 0.49% (n = 340,000) | AID 493098, 2011;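 active means compounds whose inhibition of the agonist-driven luminescence signal at 20 µM reaches about 50%, limit read from the data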;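 further: cells stimulated with CCL20 at 14 nM final; plate controls were DMSO with CCL20 for no effect and DMSO without agonist for full effect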
Target sequence (P51684 whole entry, looked up): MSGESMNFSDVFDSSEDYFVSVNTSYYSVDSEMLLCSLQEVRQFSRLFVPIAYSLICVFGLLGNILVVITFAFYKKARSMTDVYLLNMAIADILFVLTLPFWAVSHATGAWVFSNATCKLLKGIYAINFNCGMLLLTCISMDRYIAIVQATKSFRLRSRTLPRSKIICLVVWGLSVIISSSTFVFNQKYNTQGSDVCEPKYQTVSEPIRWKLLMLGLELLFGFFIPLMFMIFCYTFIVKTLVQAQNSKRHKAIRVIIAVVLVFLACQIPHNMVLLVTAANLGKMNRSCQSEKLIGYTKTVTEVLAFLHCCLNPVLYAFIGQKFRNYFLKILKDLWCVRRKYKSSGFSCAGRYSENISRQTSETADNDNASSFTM
APJ agonist: agonists of human apelin receptor APJ, primary screen, CHO-K1 cells, PathHunter beta-arrestin, luminescence; 0% DMSO wells, 100% apelin; AID 2520, 2010; P35414; actives 0.11% (n = 330,000); activation, % at 20 µM;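 active means activation more than six SD over the plate average, tested at 20 µM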;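 further: 0% = DMSO alone and 100% = apelin-13 at 10 nM; some results filed as inactive read as strong as hits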
Target sequence (P35414 whole entry, looked up): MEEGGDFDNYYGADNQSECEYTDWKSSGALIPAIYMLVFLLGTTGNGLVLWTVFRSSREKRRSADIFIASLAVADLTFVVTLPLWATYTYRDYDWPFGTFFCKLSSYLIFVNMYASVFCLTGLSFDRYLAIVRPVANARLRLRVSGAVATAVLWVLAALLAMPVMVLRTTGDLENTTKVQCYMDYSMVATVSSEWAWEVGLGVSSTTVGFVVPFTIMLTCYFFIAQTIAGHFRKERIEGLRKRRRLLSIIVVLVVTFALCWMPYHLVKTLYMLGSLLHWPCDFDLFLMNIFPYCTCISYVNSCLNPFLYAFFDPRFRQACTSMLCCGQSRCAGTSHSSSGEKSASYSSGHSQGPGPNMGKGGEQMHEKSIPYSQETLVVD
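Assay system: engineered CHO-K1 APJ arrestin reporter cells; Amount: 1000 CHO-K1 reporter cells seeded per well; Dosing: one dose, 20 µM compound, 1% DMSO; Times: compound stimulation 90 min at 25 °C, detection 60 min; Measured by: luminescent beta-gal fragment complementation, chemiluminescent substrate; Read-out: APJ–arrestin association signal; Controls: DMSO vs Apelin-13 10 nM.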
APJ antag: antagonists of human apelin receptor APJ, primary screen, CHO-K1 cells, beta-arrestin complementation, luminescence. P35414. inhibition, % at 20 µM. actives 0.32% (n = 330,000). AID 2521, 2010;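 active means inhibition above about 40% at 20 µM, limit read from the data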;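 further: cells challenged with 10 nM apelin-13 agonist together with compound; plate controls were apelin-13 plus DMSO wells for no effect and DMSO wells lacking apelin-13 for full effect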
Gli-Sufu antag: Gli-Sufu pathway antagonists, primary screen, luciferase luminescence, Sufu-KO-LIGHT cells, uHTS; inhibition, % at 5 µM; actives 0.74% (n = 340,000); Sufu-KO-LIGHT fibroblasts, Gli luciferase reporter luminescence;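 active means inhibition above about 55%, limit read from the data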;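 further: 0% = DMSO-treated cells and 100% = wells with medium but no cells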
CXCR6 block: CXCR6 receptor inhibitors, primary screen, cell-based, beta-arrestin, luminescence, CHO-K1 PathHunter, 1536-well; inhibition, % at 20 µM; actives 0.36% (n = 360,000); C-X-C chemokine receptor type 6 (Homo sapiens), O00574; in the data active means inhibition above about 34%, passing the limit was not always enough;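 further: antagonist mode with CXCL16 agonist at 10 nM final; 0% = 10 nM CXCL16 with DMSO and 100% = unstimulated wells without agonist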
EBI2 antag: EBI2 receptor antagonists, beta-arrestin recruitment, primary screen, cell-based, luminescence, 7a,25-OHC stimulation, uHTS | G-protein coupled receptor 183 (Homo sapiens), P32249 | 7a,25-OHC stimulated | inhibition, % at 5 µM | actives 0.81% (n = 360,000); in the data active means inhibition above about 38%;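 further: enzyme fragment complementation signal reports receptor beta-arrestin coupling in cells; 0% = agonist plus DMSO wells and 100% = wells without agonist; some results beyond the cut were filed as inactive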
ATG4B inh: ATG4B protease inhibitors, primary screen, biochemical, fluorescence, uHTS; Cysteine protease ATG4B (Homo sapiens), Q9Y4P1; AID 504462, 2011; actives 0.51% (n = 340,000); ATG4B cleavage of LC3-PLA2, NBD-HPC fluorescence, 1 h; inhibition, % at 8.33 µM; in the data active means inhibition above about 40%
Active calls of the source: *; ? = inconclusive; · = no result given.

Molecule	Gli-Sufu antag	CXCR6 block	EBI2 antag	ATG4B inh	UBC13 polyUb	CCR6 antagonist	APJ agonist	APJ antag
Cc1c(C(=O)N2CCC3(CC2)OCCO3)oc2ccc(S(=O)(=O)N3CCOCC3)cc12	10	4	-8	7	2	-12	-3	-3
Nc1ccc2c(c1)Cc1ccccc1-2	-37	-6	-7	2	-13	6	-5	7
CN(C)C(=O)Oc1ccc([N+](=O)[O-])cc1	4	-9	-1	-5	5	4	0	-4
COc1ccc2c(c1O)-c1cccc3c1[C@@H](C2)N(C)CC3	-5	-14	-23	3	0	-5	5	-13
Oc1ccc(/C=N/NP(=S)(c2ccccc2)c2ccccc2)c(O)c1O	-6	4	0	-10	-12	-5	3	-15
O=C(c1ccc(N2CCCCC2)c([N+](=O)[O-])c1)N1CCC2(CC1)OCCO2	-8	10	5	1	4	15	-2	2
CCOC(=O)N(c1ccccc1)P1(=S)OCC(C)O1 (centres undefined)	16	-1	3	9	-3	3	-2	17
O=C(Cn1c(NCCCl)nc2ccccc21)c1ccc(Br)cc1	10	-6	-2	-16	5	5	-2	16
CC(C)N1CCN(Cc2ccc3c(c2)OCCO3)CC1CCO (centres undefined)	-1	1	-7	-6	-10	-5	0	-13
COc1ccccc1CCNC1C2CC3CC(C2)CC1C3 (centres undefined)	14	-2	-6	-8	-8	-6	0	2
CCC(=NCCCN(CC)CC)c1c(O)n(C2CCCCC2)c(=O)[nH]c1=O	10	10	-5	4	4	-14	-3	2
COc1cc(OC)c(OC)cc1CN1CCN(C(=O)COc2ccc3ccccc3c2)CC1	8	0	71*	-12	-14	-13	-3	-22
CCCCC(CC)CNCC(O)c1ccccc1 (centres undefined)	2	1	6	-1	-3	5	-1	-16
C/C(=N\Nc1ccccc1)c1c(O)n(C)c(=O)n(C)c1=O	-5	-6	-1	1	4	-10	2	-16
COc1ccc(OCC#CCN2CCCCCC2)cc1	-11	3	-1	8	7	3	3	22
Cc1c(C(=O)N2CCC3(CC2)OCCO3)sc2ncnc(N3CCc4ccccc4C3)c12	4	3	0	2	4	19	-1	4
Cc1ccc(NC2=NCCCS2)c(C)c1C	9	14	1	3	-4	1	-2	5
COC(=O)C1=C(c2ccc(S(C)(=O)=O)cc2)C[C@@H]2CC[C@H]1N2C(=O)NCc1ccc(C(F)(F)F)cc1	5	7	2	3	-14	9	6	-4
Nc1ccc(Cc2ccc(N)cc2)cc1	3	1	-7	1	·	9	·	·
CCCCCn1c(=O)c(C(=O)Nc2ccccc2Cl)c(O)c2ccccc21	-11	-2	9	2	14	-5	1	-12
O=[N+]([O-])c1cc(Cl)c(O)c(-[n+]2c(-c3ccccc3)cc(-c3ccccc3)cc2-c2ccccc2)c1	-1	11	-7	-4	2	4	-2	32
CCC1([N+](=O)[O-])COP(=O)(NCc2cccnc2)OC1 (centres undefined)	12	-3	4	-2	·	9	·	·
C=C1C(=O)OC2CC(C)C3C=CC(=O)C3(C)C(O)C12 (centres undefined)	94*	29	47*	7	·	47	·	·
Cc1cccc(N2C(=O)NC(=O)/C(=C\c3cnc(-c4ccccc4)nc3)C2=O)c1	0	-8	-11	-3	-1	1	-3	-12
CCc1ccc(NC(=O)CN2CC(c3ccccc3)CC2=O)cc1 (centres undefined)	5	-8	-18	-7	-1	7	-1	-5
O=c1[nH]c(=O)n(-c2cccc3ccccc23)c(O)c1/C=N/N1CCCCCC1	0	-17	0	-8	5	17	1	14
c1cc2c(cc1C1OCC3C(c4ccc5c(c4)OCO5)OCC13)OCO2 (centres undefined)	·	-1	9	-16	-1	-1	-4	3
CC(=O)NNC(=O)CN1C(=O)CN=C(c2ccccc2)c2cc(Br)ccc21	4	6	-11	0	1	11	-4	8
COc1ccccc1NP1(=O)OCC(C)([N+](=O)[O-])CO1 (centres undefined)	0	2	-17	3	·	-6	·	·
Cc1ccc(N2C(=O)NC(=O)/C(=C/c3ccc(OC(=O)c4cccs4)cc3)C2=O)cc1	1	8	-13	12	-8	1	0	13
Cc1ccc(CN2CCN(CC(=O)N3CCC4(CC3)OCCO4)C2=O)cc1	-4	-1	-9	-10	-8	-2	0	8
COc1cc2c(cc1O)CC1c3c(cc(O)c(OC)c3-2)CCN1C (centres undefined)	-1	-19	-9	1	-11	-5	-3	-85
Cn1c(O)c(C(=O)c2ccccc2)c(=O)n(C)c1=O	-9	-14	-2	-2	-5	-18	-2	-2
CN1[C@H]2CC[C@@H]1C(C(=O)N1CCOCC1)=C(O)C2	2	8	-1	0	-9	2	-3	3
CCCCCCC(N)CC(=O)O (centres undefined)	19	2	-4	3	·	9	·	·
COc1ccccc1CCNC1CCC(C)CC1 (centres undefined)	13	6	4	3	17	-5	-3	10
CN1C(=O)CN=C(c2ccc(Cl)cc2)c2cc(Cl)ccc21	4	2	2	-10	11	5	0	21
COc1ccc(C(=O)CC2C(=O)N(C)C(=O)N(C)C2=O)cc1	1	1	1	9	-2	7	-6	20
CCCc1nc2ccc(Br)cc2c(=O)n1-c1ccc([N+](=O)[O-])c(C(F)(F)F)c1	44	-9	9	-9	-5	10	3	-31
O=C(c1cc([N+](=O)[O-])ccc1N1CCNCC1)N1CCOCC1	-2	3	-18	-10	-2	9	-1	7

Compound profiles (already shown). Screens in order: Gli-Sufu antag | CXCR6 block | EBI2 antag | ATG4B inh | UBC13 polyUb | CCR6 antagonist | APJ agonist | APJ antag
Listed for COc1ccccc1CCNC1CCC(C)CC1 (centres undefined) = 13 | 6 | 4 | 3 | 17 | -5 | -3 | 10
Listed for COc1ccc(C(=O)CC2C(=O)N(C)C(=O)N(C)C2=O)cc1 = 1 | 1 | 1 | 9 | -2 | 7 | -6 | 20

Additional compounds
Molecule	Gli-Sufu antag	CXCR6 block	EBI2 antag	ATG4B inh	UBC13 polyUb	CCR6 antagonist	APJ agonist	APJ antag
CCC(=NCCc1ccccc1)c1c(O)[nH]c(=O)[nH]c1=O	-4	4	-9	-1	4	-9	-5	20
Cc1ccc(N)c(C(=O)c2ccc(Br)cc2)c1	-6	10	18	4	-9	17	-4	-9
C=CCN1C(=O)NC(=O)C(Cc2ccc(OC)c(OC)c2)C1=O (centres undefined)	-3	-9	1	-19	-18	13	-3	-1
COc1cc2c(cc1OC)-c1c3c(cc4c1[C@@H](C2)N(C)CC4)OCO3	-2	-5	-6	-13	-258	-3	18	-137
Nc1ccccc1C(=O)OCc1ccc([N+](=O)[O-])cc1	-20	4	-12	-9	1	18	-2	1
COC(=O)C1=C(c2ccc(C(C)=O)cc2)C[C@@H]2CC[C@H]1N2C(=O)NC1CC1	0	1	-1	-8	-1	8	-4	3
COC(=O)Cn1cc(/C=C2\C(=O)NC(=O)N(c3ccc(OC)cc3)C2=O)c2ccccc21	-14	5	10	-6	-17	7	3	18
C[C@H]1O[C@@H](OC2CC[C@]3(C=O)[C@H]4CC[C@]5(C)[C@@H](C6=CC(=O)OC6)CC[C@]5(O)[C@@H]4CC[C@]3(O)C2)CC2OC(C)(C)OC21 (some centres undefined)	13	-11	-9	-6	·	5	·	·
CCOC(=O)C1=CC(=C2C(=O)N(CC)C(=S)N(CC)C2=O)c2ccccc2O1	3	·	·	7	-10	5	-3	-8
O=C(Nc1cccc(Cl)c1)c1c(O)c2c(n(Cc3ccco3)c1=O)CCCC2	3	·	·	-6	4	15	-2	-3
Cc1nc2ccccc2c(=O)n1-c1ccccc1[N+](=O)[O-]	-11	5	-2	-4	-2	0	0	-3
CSc1ccc(C(=O)C2CCCN(Cc3cccnc3)C2)cc1 (centres undefined)	28	-13	0	-12	-1	3	1	4
C=CCN1CCc2cccc3c2[C@H]1Cc1ccc(O)c(O)c1-3	32	-18	-1	0	-6	1	2	-29
Cn1cc(C(=O)OCC(=O)Nc2ccccc2Cl)c2ccccc21	-7	-11	-9	-15	10	-2	2	6
O=[N+]([O-])c1cc(S(=O)(=O)c2ccc(O)c([N+](=O)[O-])c2)ccc1O	-8	12	-9	15	5	10	-3	2
O=C(Nc1ccccc1OC(=O)N1CCCCC1)N1CCCCC1	5	9	5	2	2	3	-5	-18
O=C(c1ccc(C(F)(F)F)cc1)C1CCCN(Cc2ccc(CO)o2)C1 (centres undefined)	1	-1	-2	-6	4	2	-2	-1
CC(C)(O)/C=C/C(=O)[C@](C)(O)C1[C@H](O)C[C@@]2(C)C3CC=C4C(C[C@H](O)[C@@H](O)C4(C)C)[C@]3(C)C(=O)C[C@]12C (some centres undefined)	72*	-5	0	0	4	8	-2	-6
COc1cccc(C2(O)CCN(Cc3ccncc3)CC2)c1	4	-16	-5	-10	?	-3	-3	7
CC(C)(C)c1ccccc1O	-1	-6	-2	5	-2	1	3	8
Cc1cc(/C=C2/C(=O)NC(=O)N(c3ccccc3)C2=O)c(C)n1-c1ccc(F)cc1	17	1	-26	-1	-10	18	3	2
CCCCN=Cc1c(O)n(-c2c(C)cc(C)cc2C)c(=O)[nH]c1=O	-1	-3	5	-8	-2	-6	-1	-9
CCN(C(=O)COC(=O)c1cn(C)c2ccccc12)c1ccc(F)cc1	-5	-9	-4	-6	8	-1	-4	1
CCOC(=O)c1c(C=O)c2ccccc2n1Cc1ccccc1	-7	16	-2	-3	16	18	-2	0
C#C[C@@]1(O)CCC2C3CCC4=C/C(=N/OCC(=O)NC(C(=O)O)C(C)O)CC[C@]4(C)C3CC[C@@]21C (some centres undefined)	0	-2	1	0	-5	-1	-4	-27
c1cncc(CNC2=NCCC2)c1	6	-10	4	-6	6	-1	4	14
COC(=O)C1=C(c2cc3ccccc3o2)C[C@@H]2CC[C@H]1N2C(=O)NCCO	-1	1	-25	-9	-1	6	-4	-3
Cc1cc(N2CCCC2)ccc1C=C(C#N)C#N	5	-3	-14	-9	-94	0	-1	5

An excerpt; rates above refer to the full screens.
